# Assay outcomes from PubChem.
# APJ antag – APJ receptor antagonism | P35414 | CHO-K1 APJ beta-arrestin complementation, luminescence | inhibition, % at 20 µM | actives 0.32% (n = 330,000);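 active = inhibition above about 40% at 20 µM, limit read from the data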;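 also: cells challenged with 10 nM apelin-13 agonist together with compound; plate controls were apelin-13 plus DMSO wells for no effect and DMSO wells lacking apelin-13 for full effect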
# Target sequence (P35414 whole entry, looked up): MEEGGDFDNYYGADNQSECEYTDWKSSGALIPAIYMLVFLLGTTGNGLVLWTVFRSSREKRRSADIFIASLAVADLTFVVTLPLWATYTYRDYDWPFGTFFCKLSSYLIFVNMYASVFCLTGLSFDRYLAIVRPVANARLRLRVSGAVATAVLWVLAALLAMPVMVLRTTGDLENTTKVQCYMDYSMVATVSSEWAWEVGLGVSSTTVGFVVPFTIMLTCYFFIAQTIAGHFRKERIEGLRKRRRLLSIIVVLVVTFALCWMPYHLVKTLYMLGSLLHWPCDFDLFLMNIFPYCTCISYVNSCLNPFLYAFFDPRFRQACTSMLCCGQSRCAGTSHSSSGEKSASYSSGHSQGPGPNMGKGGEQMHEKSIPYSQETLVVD
# Mdm2-MdmX inh – human Mdm2/MdmX binding inhibition; O15151+Q00987; SaOS-2 split-luciferase Mdm2/MdmX complementation, luminescence; inhibition, % at 8 µM; actives 3% (n = 330,000); AID 485346;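 active = inhibition of at least 50% at 8 µM in the primary screen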
# APJ agonist – activates the human apelin receptor APJ; P35414; CHO-K1 APJ PathHunter beta-arrestin, luminescence; 0% DMSO wells, 100% apelin; activation, % at 20 µM; actives 0.11% (n = 330,000);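 active = activation more than six SD over the plate average, tested at 20 µM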;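 also: 0% = DMSO alone and 100% = apelin-13 at 10 nM; some results filed as inactive read as strong as hits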
#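 Material: CHO-K1 APJ beta-arrestin complementation cell line; Input: cell density 1000 per well; Incubation: compound stimulation 90 min at 25 °C, detection 60 min; Signal: luminescence from split beta-galactosidase complementation, Galacton Star/Emerald II substrate; Controls: DMSO-only wells as negative, 10 nM Apelin-13 as positive control.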
# tim23-1 inh – growth inhibitors of tim23-1 mutant yeast; S. cerevisiae tim23-1 growth, BacTiter-Glo luminescence, 24 h; inhibition, % at 20 µM; actives 1.3% (n = 330,000); AID 463212;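 active = growth inhibition of the mutant yeast at or above 50%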;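 also: temperature-sensitive mutant grown at 25 °C; plate controls were DMSO-treated mutant yeast for no effect and medium wells lacking yeast for full effect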
# CHOP UPR activ – apoptotic UPR (CHOP) activation; CHO-CHOP luciferase reporter, luminescence; percent of tunicamycin response over DMSO baseline; activation, % at 10 µM; actives 0.34% (n = 330,000); AID 449763;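 active = at 10 µM dose, activation of 40% or more, normalized to positive control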;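 also: 100% = tunicamycin at 10 µg/mL and 0% = DMSO alone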
#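 Assay system: CHO cells with stable CHOP pathway luciferase reporter; Buffer or medium: F12 plus 10% serum; Times: 16-18 h cell attachment, then 6 h compound exposure, 37 °C; Signal: luciferase luminescence; Read-out basis: percent activation relative to tunicamycin control; Control set: tunicamycin high control, DMSO low control.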
# tim10-1 inh – growth inhibitors of tim10-1 mutant yeast. S. cerevisiae tim10-1 ts strain growth, BacTiter-Glo, 24 h. inhibition, % at 20 µM. actives 2.2% (n = 330,000). AID 463190;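 active = inhibition of at least 40%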;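 also: mutant grown at 25 °C; 0% = DMSO wells with yeast and 100% = wells holding no yeast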
# TIM10 inh – TIM10 yeast growth inhibition; S. cerevisiae TIM10 strain growth, BacTiter-Glo luminescence, 24 h; inhibition, % at 10 µM; actives 1.4% (n = 330,000); AID 463195;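 active = inhibition of 40% or more at the single tested concentration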;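 also: wild-type TIM10 isogenic control strain grown at permissive 25 °C; 0% = DMSO yeast wells and 100% = minimal medium wells without yeast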
# XBP1 UPR activ – activators of adaptive arm of unfolded protein response (XBP1) | activation, % at 20 µM | AID 463104 | CHO-XBP1 luciferase reporter, IRE1-XBP1 UPR activation, luminescence; percent of tunicamycin response, DMSO as zero | actives 0.33% (n = 330,000);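 active = versus positive control, 20 µM dose yields 30% or more activation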;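 also: 100% = tunicamycin at 10 µg/mL and 0% = DMSO only wells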
#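 Material: IRE1-XBP1 luciferase reporter CHO line / Quantity: one thousand reporter cells per well / Buffer or medium: F12 with 10% serum / Compound: 20 µM single concentration, DMSO 1% / Times: 6 h treatment, 37 °C / Detection: Steady-Glo luciferase glow luminescence, 10 min after reagent addition / Benchmarks: tunicamycin high, DMSO low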
# CXCR6 inh – inhibitors of human CXCR6 receptor | O00574 | CHO-K1 PathHunter CXCR6 beta-arrestin, luminescence | inhibition, % at 20 µM | actives 0.36% (n = 360,000) | AID 602244; in the data active = inhibition above about 34%, passing the limit was not always enough;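 also: antagonist mode with CXCL16 agonist at 10 nM final; 0% = 10 nM CXCL16 with DMSO and 100% = unstimulated wells without agonist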
# Target sequence (O00574 whole entry, looked up): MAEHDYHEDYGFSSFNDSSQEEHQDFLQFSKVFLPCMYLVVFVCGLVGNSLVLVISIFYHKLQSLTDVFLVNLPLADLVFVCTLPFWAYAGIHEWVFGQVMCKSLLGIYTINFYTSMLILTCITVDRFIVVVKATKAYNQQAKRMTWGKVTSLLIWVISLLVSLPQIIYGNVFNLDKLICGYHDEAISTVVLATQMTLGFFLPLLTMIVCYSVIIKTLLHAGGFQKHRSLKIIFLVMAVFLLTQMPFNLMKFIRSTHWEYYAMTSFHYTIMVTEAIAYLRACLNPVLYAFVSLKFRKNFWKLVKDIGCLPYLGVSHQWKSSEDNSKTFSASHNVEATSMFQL
# Numbers without * were called inactive; . = no result given. Not all compounds are listed. The share of hits here may be higher or lower than overall.
SMILES,APJ antag,Mdm2-MdmX inh,APJ agonist,tim23-1 inh,CHOP UPR activ,tim10-1 inh,TIM10 inh,XBP1 UPR activ,CXCR6 inh
O=S(=O)(c1ccc(Cl)cc1)N1CN(CC2CCCO2)c2nc3ccccc3nc21 (stereo not given),3,27,-1,36,0.4,36,-1,-4,-6
Nn1c(Cc2cccc3ccccc23)nnc1SCC(=O)NCC1CCCO1 (stereo not given),-57,-1,-4,-2,-1.7,-13,3,-1,-6
Cc1nnc2ccc(-c3cccc(NS(=O)(=O)c4cc(F)ccc4F)c3)nn12,1,49,3,-8,-1.9,7,-18,3,-4
COc1ccc(OCC(=O)OCC(=O)NC2CC2)cc1,0,-4,-3,7,4.4,4,4,-1,-6
CCC(=O)Nc1nnc(S(=O)(=O)N(CC)c2cc(C)cc(C)c2)s1,7,15,-3,-3,-0.6,5,-1,-4,10
O=C(Cc1ccccc1)Nc1ncnc2c1C(c1ccccc1)c1c(ccc3ccccc13)O2 (stereo not given),1,90*,2,17,6.4,13,11,4,0
O=C(CN1C(=O)COc2ccccc21)Nc1ccc2c(c1)OCCO2,-3,25,0,3,0.5,5,5,-3,-1
CC1=CC(=C(C#N)C#N)c2ccccc2N1C,22,1,-3,-18,-1.6,8,-8,0,8
Cc1cc(=O)cc(C)n1-c1ccc(Cl)cc1,-9,14,-4,17,-0.6,4,-13,3,-1
CCc1ccc2c(CC(=O)NNC(=O)c3ccncc3)coc2c1,4,-7,-3,1,-1.4,-14,-3,-2,-1
C#CCOCCOCCOCCNc1nc(N2CCN(C(=O)[C@H]([C@@H](C)CC)n3cc(CCCN=C(N)N)nn3)CC2)nc(N2CCN(C(=O)[C@H](CCCCN)n3cc(CC(C)O)nn3)CC2)n1 (stereo not given in full),15,11,3,7,2.3,-19,4,0,7
C#CCNC(=O)c1cccn1-c1ncc(C(F)(F)F)cc1Cl,-8,13,-1,10,-0.7,6,3,0,-5

# Record cards, from the list above. Order of screens: APJ antag | Mdm2-MdmX inh | APJ agonist | tim23-1 inh | CHOP UPR activ | tim10-1 inh | TIM10 inh | XBP1 UPR activ | CXCR6 inh
# Results for Nn1c(Cc2cccc3ccccc23)nnc1SCC(=O)NCC1CCCO1 (stereo not given) → -57 | -1 | -4 | -2 | -1.7 | -13 | 3 | -1 | -6
# Results for COc1ccc(OCC(=O)OCC(=O)NC2CC2)cc1 → 0 | -4 | -3 | 7 | 4.4 | 4 | 4 | -1 | -6
# Results for Cc1nnc2ccc(-c3cccc(NS(=O)(=O)c4cc(F)ccc4F)c3)nn12 → 1 | 49 | 3 | -8 | -1.9 | 7 | -18 | 3 | -4

# Next part:
SMILES,APJ antag,Mdm2-MdmX inh,APJ agonist,tim23-1 inh,CHOP UPR activ,tim10-1 inh,TIM10 inh,XBP1 UPR activ,CXCR6 inh
O=C(COC(=O)[C@H](Cc1ccccc1)NS(=O)(=O)c1ccccc1F)NC1CCCCC1,6,12,-3,26,-3.6,26,8,2,-5
CC(=O)Oc1ccc(/C=C2/C(=O)N(c3ccccc3)N=C2C)cc1,9,4,-2,34,-1.1,14,21,5,12
COc1cc(NC(=O)CSc2nccc(C)n2)c(C(=O)O)cc1OC,-23,0,-2,3,-0.7,12,6,-3,-7
CCOC(=O)COc1c(C(=O)OC)sc2ncccc12,2,-18,4,6,0.8,4,-13,-3,6
COc1ccccc1C1c2ccc3ccccc3c2Oc2ncn(CCCO)c(=N)c21 (stereo not given),13,74*,-4,24,1.7,33,6,1,6
O=C(NCCCN1CCCC1=O)c1ccc(NS(=O)(=O)c2ccccc2)cc1,5,21,4,6,1.0,6,8,0,0
CC(Sc1nnc(-c2ccccc2F)n1C1CC1)C(=O)N1CCCC1 (stereo not given),-7,4,-2,5,-1.8,20,2,11,1
NC(=S)Nc1cccc2[nH]ncc12,8,10,-2,7,-0.2,6,5,-1,10
O=[N+]([O-])CC1(n2nc3ccccc3n2)CCCCC1,-10,9,-3,3,-0.2,11,6,-2,-6
CCOC(=O)c1ccc(NC(=O)c2n[nH]c(=O)c3ccccc23)cc1,15,-4,0,2,3.9,6,0,-1,8
O=C(CO/N=C/c1ccc(OC(F)F)cc1)NCc1ccco1,2,16,-4,4,0.7,3,15,1,12
Cn1cc(C(=O)c2cccc(Cl)c2)cc1C#N,31,18,-3,-2,0.4,-4,-11,1,-7
CCCCNC(=O)c1onc(CSc2ccc(OC)cc2)c1C(=O)O,-61,13,5,-8,-0.5,-13,-3,2,-8
O=C(NNc1cccc(Cl)n1)Nc1ccc(F)cc1,-3,7,2,3,0.4,8,37,-2,0
CCOc1ccc(C(=O)N2CCN(S(=O)(=O)c3ccc4c(c3)OCCO4)CC2)cc1OCC,12,4,1,13,-1.8,15,4,1,0
CCOc1ccc(-n2c(SCC(N)=O)nnc2-c2cccnc2)cc1,-2,-13,3,-3,-0.4,-2,-14,0,1
CC(=O)c1cccc(NC(=O)C2CCCN2S(=O)(=O)c2cccc3cccnc23)c1 (stereo not given),1,17,-2,25,0.1,14,1,-1,-4
CCn1c(=O)c(C(=O)CN2CCN(S(=O)(=O)c3ccc(C)cc3C)CC2)c(N)n(Cc2ccccc2)c1=O,-5,53*,1,8,-0.6,-4,1,-2,9
O=C(CCS(=O)(=O)c1ccc(Br)cc1)N1CCCCCC1,-18,-7,-3,8,4.1,6,-8,-10,-5
C#CCOc1ccc(/C=N/NC(=O)c2cccnc2)cc1OCC,17,16,1,4,-0.3,9,4,0,-6
COc1ccc(C(=O)Nc2ccc(S(=O)(=O)NC(C)=O)cc2)cc1[N+](=O)[O-],11,3,-2,3,2.0,10,8,-2,4
CC[C@]12c3[nH]c4ccc(Cl)cc4c3CCN1C(=O)[C@@H](CC(=O)NCCC1=CCCCC1)C[C@@H]2C(=O)N1CCN(C(=O)C2CC2)CC1,.,33,.,39,16,13,13,5,14
O=C1CC(c2ccccc2)Cc2nc3ncnn3cc21 (stereo not given),14,24,-3,-2,-2.3,14,-4,-5,7
Cc1ccc(/C=C2\SC(=S)N(CCC(=O)NCCCN3CCOCC3)C2=O)cc1,12,12,0,13,0.5,7,9,-2,-12
CCC(=O)NCCc1nc2ccccc2n1Cc1ccccc1,19,11,-2,1,2.4,-4,7,6,-2
COc1ccccc1CCN=C(N)NS(=O)(=O)c1cc(F)ccc1F,-4,-12,-1,15,0.1,-2,5,-3,-9
COc1ccccc1/C=N/OCc1cc(C(C)=O)ccc1OC,14,1,-2,22,0.8,17,14,-1,4
Nc1ccc(/C=C/c2ccc3ncccc3c2)cc1,-4,-68,-3,29,-0.3,20,20,-10,1
Cc1ccc(N(C(=O)Cn2nnc(-c3ccc(C)o3)n2)C(C(=O)NC2CCCC2)c2ccncc2)cc1 (stereo not given),23,55*,0,4,-0.6,-14,-16,-2,2
CC1CCN(S(=O)(=O)N2CCC(C(=O)NCc3cccs3)CC2)CC1,9,4,0,28,-1.0,13,-9,-1,-4
CCCS(=O)(=O)c1c(S(=O)(=O)CCC)c2cnccn2c1C(=O)c1ccc(F)cc1,-9,9,-2,-2,0.9,3,-5,3,6
O=C(CC1SC(N2CCCCC2)=NC1=O)Nc1ccc(C(=O)NCc2ccccc2)cc1 (stereo not given),8,5,-1,-11,2.5,-12,-7,-1,-4
CCOc1ccc(CCNC(=O)C2CCN(c3nn4c(=O)cc(C)nc4s3)CC2)cc1OCC,-21,17,-4,3,-3.4,4,2,1,2
COc1ccccc1Nc1ncc(C(=O)N2CCN(Cc3ccc(OC)c(OC)c3OC)CC2)c2ccccc12,0,37,1,34,-0.7,35,23,-1,7
CN(CC(=O)Nc1ccc(F)c(F)c1F)C(=O)C1CCCC1,-4,39,-2,9,-0.4,7,5,0,-6
COc1ccc(Nc2c3c(nc4ccccc24)CCC3)cc1,-17,31,-2,17,-0.5,18,-13,1,-3
O=C(c1cccc(C(=O)N2CCN(c3ccccc3F)CC2)c1)N1CCN(c2ccccc2F)CC1,-14,14,4,18,1.8,20,3,-3,6
Cc1cc2c(cc1C)N(C(=O)CSC1=NCCS1)C(C)(C)c1ssc(=S)c1-2,31,43,-2,33,0.0,34,30,4,23
O=C(COc1ccc(Cl)cc1)Nc1ccccc1CO,-19,20,2,-5,3.3,-10,-44,-1,-4
O=C(Nc1nc(-c2ccc(F)c(F)c2)cs1)Nc1ccc(F)cc1F,-15,83*,2,-6,47*,-14,-23,74*,-12
O=C(N/N=C/c1ccccc1[N+](=O)[O-])c1ccc(COc2ccccc2-c2ccccc2)cc1,6,16,-3,12,2.6,21,20,0,7
COc1ccc(-c2cc(-c3ccc(OC)cc3)[nH]n2)cc1,-19,-34,-5,44,6.6,19,31,5,-2
COCCNC(=S)N1CCN(c2nc(-c3cccc(OC)c3)cs2)CC1,14,-10,1,39,3.8,23,6,-4,-3
O=C(O)c1c2c(nc3ccccc13)/C(=C/c1ccc(O)cc1)CC2,-5,62*,-3,-1,-5.0,-2,4,-7,4
COc1ccc(COC(=O)C2=C(C)NC(=O)NC2c2ccccc2)cc1 (stereo not given),-7,21,-2,8,1.4,-8,-4,-2,-5
CCCN(CC(=O)Nc1ccc(F)c(F)c1F)CC(=O)Nc1c(C)n(C)n(-c2ccccc2)c1=O,-13,26,-4,-2,-2.4,-18,11,-3,-3
CC(C)NC(=O)CN(C)S(=O)(=O)c1ccc(F)cc1,-2,2,-2,0,0.8,-7,1,-1,-2
COCC(C)OC(=O)c1c(N)n(-c2ccc(OC)c(OC)c2)c2nc3ccccc3nc12 (stereo not given),11,33,-2,5,-0.1,13,15,-2,.
N#CC1=C(N)Oc2n[nH]c(-c3ccccc3)c2C1c1cccc(OC(=O)N2CCOCC2)c1 (stereo not given),2,5,-4,10,-3.3,16,22,-2,4
Cc1cc(C)c(C#N)c(N2CCN(c3ccccc3)CC2)n1,7,27,-4,24,-2.9,11,19,-5,3
Nc1cccc(Oc2ccc([N+](=O)[O-])cc2)c1,4,23,0,16,0.2,3,11,5,-4
O=c1[nH]c(C2CCN(S(=O)(=O)/C=C/c3ccccc3)CC2)nc2c1nnn2Cc1ccc(F)cc1,9,27,-2,1,3.8,-7,14,-1,-3
NC(=O)c1cc([N+](=O)[O-])ccc1NCc1cccc([N+](=O)[O-])c1,-45,15,9,6,-0.8,-8,-7,3,-3
CC(C)NS(=O)(=O)c1ccc(OCC(=O)Nc2cccc3ccccc23)cc1,1,3,-1,2,-1.7,7,-2,-2,-2
NC(=O)CC(NC(=O)c1ccc(Br)cc1)c1ccc(N2CCC(Cc3ccccc3)CC2)c([N+](=O)[O-])c1 (stereo not given),-51,-10,0,7,1.2,-6,1,2,11
COc1ccc2oc(=O)cc(CN3CCN(Cc4ccc(OC)c(OC)c4OC)CC3)c2c1,-4,3,-2,0,0.9,9,4,-6,7
CC(=O)N1CCSc2ccc(S(=O)(=O)NCCc3ccc(Cl)cc3)cc21,-6,12,0,14,0.8,13,-5,-3,-10
O=C(O)C=C(Br)Br,7,-17,-2,13,0.8,4,0,-2,-3
